Screening data (PubChem BioAssay)
14-3-3 PPI = alters human 14-3-3 gamma binding to Raf peptide; inhibition, % at 40 µM; 0.19% of 160,000 active; FP, 14-3-3gamma / TMR-pS259-Raf peptide binding; P61981; in the data active means inhibition above about 30%;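 further: 0% = protein plus tracer without compound and 100% = blank with tracer alone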
Target sequence (P61981 whole entry, looked up): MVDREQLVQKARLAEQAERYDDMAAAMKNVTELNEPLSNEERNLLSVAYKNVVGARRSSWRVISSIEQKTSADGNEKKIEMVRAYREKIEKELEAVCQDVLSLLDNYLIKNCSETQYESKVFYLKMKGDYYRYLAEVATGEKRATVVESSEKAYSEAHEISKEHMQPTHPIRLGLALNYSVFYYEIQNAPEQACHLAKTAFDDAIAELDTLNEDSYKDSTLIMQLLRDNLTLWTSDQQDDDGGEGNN
Active calls of the source: *; & = joins results of further samples.

Screening CCC(C)(C)C1CCc2sc3ncnc(NCCCN4CCOCC4)c3c2C1 (centres undefined) returned 14-3-3 PPI -3.
Cc1ccc(-c2cc(C(F)(F)F)n3ncc(C#N)c3n2)cc1 was read as 14-3-3 PPI -3.
For CC1CCCC(C)N1CCNC(=O)CN1N=C(c2ccccc2)CCC1=O (centres undefined) the results were 14-3-3 PPI -3.
`O=C(O)CSC1CC(=O)N(c2ccc(Cl)c(Cl)c2)C1=O` (centres undefined) gave 14-3-3 PPI -20.
For COC(=O)CSc1nc(C)c(Cl)c(C)c1C#N the results were 14-3-3 PPI 3.
Screening O=C(NCCOC(=O)c1ccc2c(c1)OCO2)c1cccnc1 returned 14-3-3 PPI -8.
COc1ccccc1NC1=CC(=NS(=O)(=O)c2ccc(C(C)C)cc2)c2ccccc2C1=O was read as 14-3-3 PPI -32.
Screening C/C(N)=C(/C#N)C(=O)COC(=O)CSc1ccccc1 returned 14-3-3 PPI -1.
N/C(=N\c1nc(=O)c2ccccc2s1)NC(=O)Nc1ccc(F)cc1 was read as 14-3-3 PPI -8.
`COc1ccc2nc(SCC(=O)Nc3ccccc3C#N)[nH]c2c1` gave 14-3-3 PPI -4.
Screening COc1ccc(OC)c(NC(=O)c2oc(=O)c3ccccc3c2-c2ccccc2)c1 returned 14-3-3 PPI -10.
For CS(=O)(=O)N(CCC#N)Cc1ccco1 the results were 14-3-3 PPI -9.
For CCC1CCCCN1C(=O)c1sc2ncnc(N(CC)CC)c2c1C (centres undefined) the results were 14-3-3 PPI 2.
For CN(C)S(=O)(=O)c1ccc(N2CCN(S(=O)(=O)c3ccc(F)cc3)CC2)c(Cl)c1 the results were 14-3-3 PPI 0.
COc1ccc(S(=O)(=O)N2CCSC2c2ccc(N)cc2)cc1 (centres undefined) was read as 14-3-3 PPI -8.
For O=S(=O)(NCCc1csc(-c2cccnc2)n1)c1ccc(Cl)s1 the results were 14-3-3 PPI -13.
`CC(C)CCOc1ccc(C2(C)NC(=O)N(CN3CCOCC3)C2=O)cc1` (centres undefined) gave 14-3-3 PPI 1.
`CCOC(=O)C1=C(C)Nc2nnnn2C1c1ccc(OC)c(Br)c1` (centres undefined) gave 14-3-3 PPI -4.
For Cc1cc(S(=O)(=O)NC2CCCCC2)ccc1OCC(=O)NCc1ccccn1 the results were 14-3-3 PPI 5.
Screening C=CCOC(=O)C1=C(C)NC(=S)NC1c1ccc(Cl)cc1 (centres undefined) returned 14-3-3 PPI -10.
`OC(CN1CCN(c2ccc(Cl)cc2)CC1)Cn1c2ccccc2c2ccccc21` (centres undefined) gave 14-3-3 PPI 2.
Cc1ccc(Nc2c(-c3ccc(O)cc3)nc3cccc(C)n23)cc1 was read as 14-3-3 PPI 4.
`Cc1nc2ccccc2n1C(=O)N(C)C` gave 14-3-3 PPI 5.
`CCCCNC(=O)c1ccc2c(c1)N(Cc1ccc(Cl)cc1)C(=O)c1ccccc1S2` gave 14-3-3 PPI -6.
For CCOC(=O)c1sc(NC(=O)c2cc3ccccc3oc2=O)c(C#N)c1C the results were 14-3-3 PPI 0.
CC1=C(C(=O)Nc2ccc(C)cc2)C(c2ccc(C)cc2)NC(=O)N1 (centres undefined) was read as 14-3-3 PPI -2.
For C=CCOC(=O)C1=C(C)N=C2SCCC(=O)N2C1c1ccc(Br)cc1 (centres undefined) the results were 14-3-3 PPI -4.
O=C(/C=N/O)NCC1CCNCC1 was read as 14-3-3 PPI -6.
Cc1cc(C)cc(N2C(=O)CSC23C(=O)Nc2ccccc23)c1 (centres undefined) was read as 14-3-3 PPI 9.
O=C(CSC1=CC(=O)N(c2cccc(Cl)c2)C1=O)Nc1ccc(Cl)cc1 was read as 14-3-3 PPI -53.
For Cc1ccc(NS(=O)(=O)c2cccc3nsnc23)c(Cl)c1 the results were 14-3-3 PPI 0.
Cc1sc2nc3ccc(N4CCCCC4)nn3c(=O)c2c1C was read as 14-3-3 PPI -15&-42.
`C/C(=C\C(=O)c1ccncc1)Nc1ccccc1O` gave 14-3-3 PPI -7.
Screening CN1CCN(S(=O)(=O)c2ccc(Sc3nnc(-c4cccs4)n3-c3ccccc3)nc2)CC1 returned 14-3-3 PPI -3.
For COc1ccc(-n2cc3c(c2-c2ccc(C)cc2)c(=O)n(C)c(=O)n3C)cc1 the results were 14-3-3 PPI 3.
For COc1ccc(NC(=O)CSc2nc3ccc([N+](=O)[O-])cc3[nH]2)c(OC)c1 the results were 14-3-3 PPI -2.
Screening CC1OC(Nc2ccc(OC(F)(F)F)cc2)C(O)C(O)C1O (centres undefined) returned 14-3-3 PPI -3.
For Cn1c(SCC(=O)Nc2nc3c(s2)CCCC3)nnc1-c1ccccc1 the results were 14-3-3 PPI -3.
`CCOC(=O)c1c(NC(=O)CSc2n[nH]c(N)n2)sc(CC)c1C` gave 14-3-3 PPI -2.
COC(=O)c1ccc(NS(=O)(=O)c2ccc3[nH]c(=O)sc3c2)cc1 was read as 14-3-3 PPI -5.
`COc1cc(OC)cc(C(=O)Nc2cccc(-c3nc4ccccc4o3)c2)c1` gave 14-3-3 PPI -152.
For COc1cc(C2Nc3cc(C)c(C)cc3NC3=C2C(=O)CC(C)(C)C3)c(Br)c(OC)c1OC (centres undefined) the results were 14-3-3 PPI -11.
CCCn1c(N2CCN(CC(=O)Nc3ccc4c(c3)OCCO4)CC2)nc2ccccc21 was read as 14-3-3 PPI -7.
`Cc1ccc(C(=O)NCC2CCCO2)cc1N1CCCC1=O` (centres undefined) gave 14-3-3 PPI 1.
Screening O=C(Cn1c(=O)n(CCc2ccccc2)c(=O)c2ccccc21)c1ccccc1 returned 14-3-3 PPI -3.
Screening CCOc1ccc(N(CC(=O)N2CCC(C)CC2)S(=O)(=O)c2ccc(SC)cc2)cc1 returned 14-3-3 PPI -1.
`COC(=O)C(NC(=O)c1ccco1)(Nc1ccc(OC(F)(F)F)cc1)C(F)(F)F` (centres undefined) gave 14-3-3 PPI 0.
O=C(CCCn1c(=O)[nH]c2ccsc2c1=O)NC1CCCCCCC1 was read as 14-3-3 PPI 1.
`CCN(Cc1ccccc1)C(=O)Cn1c(=O)n(-c2ccc(C)cc2)c(=O)c2sccc21` gave 14-3-3 PPI 1.
Screening O=C1Nc2ccc(I)cc2/C1=C/c1cc(Br)c(O)c(Br)c1 returned 14-3-3 PPI -22.
`O=C(CSc1nc2ccccc2c(=O)n1C1CC1)NCCc1ccccc1` gave 14-3-3 PPI -5.
For COc1ccc(OCC(=O)N2CCN(C(=O)Cc3ccccc3)CC2)cc1 the results were 14-3-3 PPI -5&-4.
N#Cc1c(N=Cc2ccco2)sc2c1CCCC2 was read as 14-3-3 PPI -7.
For Cc1nc(SCc2nnc(-c3ccc(Cl)cc3)o2)c2c3c(sc2n1)CCC3 the results were 14-3-3 PPI -6.
`CC(C)(C)c1ccc(S(=O)(=O)/C=C/C#N)cc1` gave 14-3-3 PPI -2.
Screening Cc1c(C(=O)NC2CCCc3ccccc32)oc2ccc(S(=O)(=O)N3CCC(C)CC3)cc12 (centres undefined) returned 14-3-3 PPI -5.
Screening CC(C)(C)C(=O)C(Oc1cccc2nonc12)n1cncn1 (centres undefined) returned 14-3-3 PPI -5.
CCCc1cc(=O)oc2cc(OCc3cccc(Cl)c3)ccc12 was read as 14-3-3 PPI 3.
Screening CC1CCN(S(=O)(=O)c2cccc(C(=O)NCc3cccs3)c2)CC1 returned 14-3-3 PPI -1.
Screening O=C1c2ccccc2S(=O)(=O)N1CCOc1ccccc1 returned 14-3-3 PPI 0.
Screening CC(=O)COc1ccc2c3c(c(=O)oc2c1)CCC3 returned 14-3-3 PPI -2.
For Cc1cc(C)cc(NC(=O)N2CCC(NC(=O)c3ccc(F)cc3)CC2)c1 the results were 14-3-3 PPI -5.
For CCOC(=O)C1CCCN(C(=O)c2cn(CC)c3ccc(S(=O)(=O)N(C)C4CCCCC4)cc3c2=O)C1 (centres undefined) the results were 14-3-3 PPI 0.
For CC(=O)NC(CCS(C)(=O)=O)C(=O)Nc1cc(C)on1 (centres undefined) the results were 14-3-3 PPI -1&2.
Screening CC(C)n1c(N2CCN(C(=O)c3cccs3)CC2)nc2ccccc21 returned 14-3-3 PPI -11.
For CCOc1ccc(C(=O)Nc2c3c(nn2-c2cccc(C)c2C)CS(=O)C3)cc1 (centres undefined) the results were 14-3-3 PPI 0&-3.
For FC(F)(F)c1ccc(N2CCN(c3ncnc4c3nnn4Cc3ccccc3)CC2)nc1 the results were 14-3-3 PPI -1.
For Cc1ccc2nc(-c3ccc(NC(=O)c4cccc(I)c4)cc3)sc2c1 the results were 14-3-3 PPI -2.
Cc1sc2ncn(CC(=O)N3CCCC3)c(=O)c2c1S(=O)(=O)N1CCC(C)CC1 was read as 14-3-3 PPI -24.
For NC(=O)C1(N2CCCCC2)CCN(C(=O)c2ccc(Cn3c(=S)[nH]c4ccccc4c3=O)cc2)CC1 the results were 14-3-3 PPI -2.
Screening COC(=O)CSc1nnc(-c2c[nH]c3ccccc23)n1C returned 14-3-3 PPI -5.
For CCn1c(CNC(=O)COc2c(C)cccc2C)nnc1SCC(=O)Nc1nccs1 the results were 14-3-3 PPI 2.
COC(=O)C1=C(C)N(C)C(=O)NC1c1ccccc1 (centres undefined) was read as 14-3-3 PPI -3&1.
Screening CCCCNc1ncnc2c1cnn2-c1ccccc1 returned 14-3-3 PPI 4.
For CCCCCCN1C(=O)C(O)=C(C(C)=O)C1c1ccc(OC)cc1 (centres undefined) the results were 14-3-3 PPI -7.
For CCOc1ccc(N(CCC#N)S(=O)(=O)c2ccc(Cl)cc2)cc1 the results were 14-3-3 PPI -1.
Screening COc1cccc2c1OC1(C)CC2NC(=O)N1c1cccc(C(=O)Nc2ccc3c(c2)OCCO3)c1 (centres undefined) returned 14-3-3 PPI -1.
CC(C)CCC1=NN(C(=O)c2ccc(Br)cc2)C(O)(C(F)(F)F)C1 (centres undefined) was read as 14-3-3 PPI 5.
`COc1ccc(NC(=O)c2ccc(Cl)s2)c2ccccc12` gave 14-3-3 PPI -24.
For O=C(O)CN1C(=O)CSc2ccc(S(=O)(=O)N3CCCCCC3)cc21 the results were 14-3-3 PPI -8.
For CCN(CC)c1ccc(C2C3=C(CCCC3=O)Nc3ccc4ccccc4c32)cc1 (centres undefined) the results were 14-3-3 PPI -6.
CCOC(=O)C(CO)NC(=O)c1cncc(O)c1 (centres undefined) was read as 14-3-3 PPI -8.
Screening CCc1ccc(C2C=C(c3ccc(Cl)cc3)Nc3nnnn32)cc1 (centres undefined) returned 14-3-3 PPI 4.
CC1(C)CC(=O)C2=C(C1)Nc1[nH]c(=S)[nH]c(=O)c1C2c1ccc(Cl)cc1 (centres undefined) was read as 14-3-3 PPI -11.
Cc1ccc(-c2nnc(OCCN3CCOCC3)c3ccccc23)cc1 was read as 14-3-3 PPI -8.
`Clc1ccc(NCc2nnc3n2CCCCC3)cc1` gave 14-3-3 PPI 2.
For O=C(NCc1nc(-c2ccccc2)no1)c1ccc(Br)o1 the results were 14-3-3 PPI -1.
Screening CCOC(=O)C1C(=O)C=C(c2ccc(C)cc2)CC1c1ccc(OC)cc1 (centres undefined) returned 14-3-3 PPI 4.
Nc1nc(SCC=Cc2ccccc2)nc2sc3c(c12)CCCC3 was read as 14-3-3 PPI 5.
For CCN1/C(=C(\O)c2ccccc2)C(=O)c2ccccc2S1(=O)=O the results were 14-3-3 PPI 3&-1.
`O=C(NCc1ccccn1)c1ccc(N2CCCCCC2)c([N+](=O)[O-])c1` gave 14-3-3 PPI -12.
`COc1ccc(-n2nc(C(=O)NCC(=O)Nc3cccc(C(F)(F)F)c3)c3ccccc3c2=O)cc1Cl` gave 14-3-3 PPI -51.
Clc1ccc(C2=Nn3c(nnc3-c3ccc(Br)cc3)SC2)cc1 was read as 14-3-3 PPI 1.
`Cc1ccccc1-n1c(N)cc(=O)[nH]c1=S` gave 14-3-3 PPI 1.
Screening CCOc1ccc(-c2cn(-c3ccc(OC)cc3)c(SC)n2)cc1 returned 14-3-3 PPI -13.
Screening CC(=O)N1c2c(cc(Br)cc2S(=O)(=O)Nc2ccc(C)cc2Br)CC1C (centres undefined) returned 14-3-3 PPI -3.
For Cc1ccc(-c2nnn(CC(=O)N(CC(=O)NC(C)C)c3cnc4ccccc4c3)n2)o1 the results were 14-3-3 PPI -1.
For CCOC(=O)N1CCC(N(C(=O)Nc2cccc(OC)c2)C(C)CC)CC1 (centres undefined) the results were 14-3-3 PPI -12.

Molecules from the list above that have a thiophene ring, fused or not, in the order listed:
Screening CCC(C)(C)C1CCc2sc3ncnc(NCCCN4CCOCC4)c3c2C1 (centres undefined) returned 14-3-3 PPI -3.
For CCC1CCCCN1C(=O)c1sc2ncnc(N(CC)CC)c2c1C (centres undefined) the results were 14-3-3 PPI 2.
For O=S(=O)(NCCc1csc(-c2cccnc2)n1)c1ccc(Cl)s1 the results were 14-3-3 PPI -13.
For CCOC(=O)c1sc(NC(=O)c2cc3ccccc3oc2=O)c(C#N)c1C the results were 14-3-3 PPI 0.
Cc1sc2nc3ccc(N4CCCCC4)nn3c(=O)c2c1C was read as 14-3-3 PPI -15&-42.
Screening CN1CCN(S(=O)(=O)c2ccc(Sc3nnc(-c4cccs4)n3-c3ccccc3)nc2)CC1 returned 14-3-3 PPI -3.
`CCOC(=O)c1c(NC(=O)CSc2n[nH]c(N)n2)sc(CC)c1C` gave 14-3-3 PPI -2.
O=C(CCCn1c(=O)[nH]c2ccsc2c1=O)NC1CCCCCCC1 was read as 14-3-3 PPI 1.
`CCN(Cc1ccccc1)C(=O)Cn1c(=O)n(-c2ccc(C)cc2)c(=O)c2sccc21` gave 14-3-3 PPI 1.
N#Cc1c(N=Cc2ccco2)sc2c1CCCC2 was read as 14-3-3 PPI -7.
For Cc1nc(SCc2nnc(-c3ccc(Cl)cc3)o2)c2c3c(sc2n1)CCC3 the results were 14-3-3 PPI -6.
Screening CC1CCN(S(=O)(=O)c2cccc(C(=O)NCc3cccs3)c2)CC1 returned 14-3-3 PPI -1.
Screening CC(C)n1c(N2CCN(C(=O)c3cccs3)CC2)nc2ccccc21 returned 14-3-3 PPI -11.
Cc1sc2ncn(CC(=O)N3CCCC3)c(=O)c2c1S(=O)(=O)N1CCC(C)CC1 was read as 14-3-3 PPI -24.
`COc1ccc(NC(=O)c2ccc(Cl)s2)c2ccccc12` gave 14-3-3 PPI -24.
Nc1nc(SCC=Cc2ccccc2)nc2sc3c(c12)CCCC3 was read as 14-3-3 PPI 5.

Only part of the results is shown; the hit share may differ from the screen's.
